CCT modulator: cytosolic chaperonin activity modulation; activity change, % (no concentration beside the values), hits read low; purified chaperonin ATPase assay, HTRF ADP detection, 30 min; actives 0.3% (n = 360,000); in the data active means activity change below about -30%; further: on the % scale 0 is the no-effect control and ±100 the full control effect
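TRiC (40 or 20 nM final, by batch activity) in 30 mM Tris pH 7.4, 100 mM KCl, 5 mM MgCl2, 1 mM DTT was treated with compound at 76 uM single dose, then 10 uM ATP, 30 min at 37 °C. ADP was read by HTRF Transcreener.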
EPAC2 antagonist: blocks human EPAC2 exchange factor; EPAC2 GEF exchange of Rap1B-BODIPY-GDP, fluorescence; actives 0.18% (n = 360,000); AID 720708; Potency, µM (titrated, usually from 114 µM), for the others: at the top dose activity, negative = inhibition, most hits filed as inhibitors; Q8WZA2; further: potency means the concentration at half of the fitted maximal effect; on the % scale 0 is the no-effect control and ±100 the full control effect; nearly all actives have a fitted effect of over 45% in size; many of its hits are not listed in these tables
Target sequence (Q8WZA2 whole entry, looked up): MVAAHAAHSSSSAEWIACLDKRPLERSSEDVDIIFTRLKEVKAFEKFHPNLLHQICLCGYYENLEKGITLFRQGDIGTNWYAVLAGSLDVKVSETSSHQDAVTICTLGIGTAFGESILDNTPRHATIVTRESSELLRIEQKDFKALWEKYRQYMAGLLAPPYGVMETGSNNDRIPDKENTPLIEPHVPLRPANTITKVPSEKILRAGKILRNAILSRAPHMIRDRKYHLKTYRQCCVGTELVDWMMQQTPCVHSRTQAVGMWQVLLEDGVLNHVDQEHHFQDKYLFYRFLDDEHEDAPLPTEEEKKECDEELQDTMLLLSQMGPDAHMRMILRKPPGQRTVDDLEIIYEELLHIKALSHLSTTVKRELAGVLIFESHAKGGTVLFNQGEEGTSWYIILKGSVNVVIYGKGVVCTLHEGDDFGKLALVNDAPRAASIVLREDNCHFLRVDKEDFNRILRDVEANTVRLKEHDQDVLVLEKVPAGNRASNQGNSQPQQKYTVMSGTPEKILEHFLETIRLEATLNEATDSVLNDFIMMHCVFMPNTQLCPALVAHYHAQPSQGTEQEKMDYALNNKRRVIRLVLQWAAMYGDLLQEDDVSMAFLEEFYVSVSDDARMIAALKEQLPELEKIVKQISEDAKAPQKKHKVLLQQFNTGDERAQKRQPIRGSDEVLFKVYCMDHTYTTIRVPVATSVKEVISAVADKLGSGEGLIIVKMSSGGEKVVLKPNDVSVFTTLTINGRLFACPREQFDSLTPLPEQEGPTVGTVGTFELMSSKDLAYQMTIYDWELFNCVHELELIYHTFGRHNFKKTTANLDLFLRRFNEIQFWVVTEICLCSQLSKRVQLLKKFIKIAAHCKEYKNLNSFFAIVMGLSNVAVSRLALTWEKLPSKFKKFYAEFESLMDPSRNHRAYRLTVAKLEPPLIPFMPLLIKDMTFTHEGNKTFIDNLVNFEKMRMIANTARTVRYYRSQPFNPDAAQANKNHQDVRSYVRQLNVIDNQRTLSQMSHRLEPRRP
TGFb SMAD3 inh: TGF-b pathway inhibition; HepG2 CAGA-GFP TGF-b/SMAD3 reporter, GFP fluorescence, 18 h; TGF-beta stimulated, 500 pg/mL final; Potency, µM (series often up to 46.1 µM), inactives show at the top dose activity, negative = inhibition, usual class: inhibitors; actives 1.2% (n = 410,000); further: potency means the concentration at half of the fitted maximal effect; on the % scale 0 is the no-effect control and ±100 the full control effect; nearly all actives have a fitted effect of over 65% in size
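GFP signal (ex488/em500-530) from TGF-beta-stimulated HEPG2 CAGA-GFP cells, 500 pg/mL final, 18 h at 37 degrees C in DMEM plus 1% FBS, normalized to unstimulated and DMSO-stimulated controls.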
Nrf2 block: Nrf2 pathway inhibition; A549 ARE-Fluc reporter, luciferase luminescence, 18-24 h; actives 2.1% (n = 360,000); Potency, µM (titrated, usually from 46 µM), for the others: at the highest dose activity change, negative = inhibition, hits mostly inhibitors; further: potency means the concentration at half of the fitted maximal effect; on the % scale 0 is the no-effect control and ±100 the full control effect; nearly all actives have a fitted effect of over 60% in size
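Nrf2 function is reported as luminescence of an ARE-controlled luciferase in A549 cells. Compounds were tested at several concentrations, and a CellTiter-Fluor read on the same wells flagged cytotoxicity.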
MmCpn inh: M. maripaludis TRiC chaperonin inhibition; AID 504842; purified Mm-Cpn ATPase, ADP Transcreener TR-FRET; Potency, µM (doses to about 76.9 µM), for inactives: top-dose activity, negative = inhibition, most hits filed as inhibitors; actives 0.031% (n = 330,000); further: potency means the concentration at half of the fitted maximal effect; on the % scale 0 is the no-effect control and ±100 the full control effect; nearly all actives have a fitted effect of over 80% in size
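Reaction buffer contained 30 mM Tris pH 7.4, 100 mM KCl, 5 mM MgCl2 and 1 mM DTT. Mm-CPN (25 nM final) hydrolysed 10 uM ATP over 30 min at 37°C; ADP was read by HTRF.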
Nrf2 activator: activates Nrf2 signaling; AREc32 ARE-luciferase reporter (MCF7-derived line), luminescence, 24 h; Potency, µM (series often up to 46.1 µM), for inactives: top-dose activation, most hits filed as activators; actives 0.31% (n = 410,000); AID 624171; further: potency means the concentration at half of the fitted maximal effect; % of control where 0% means no effect; nearly all actives have a fitted effect of over 65% in size
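Reporter line AREc32 (ARE-Fluc), seeded overnight in OPTI-MEM with 5% FBS; compound pin-transferred, 24 hr at 37 deg C, 5% CO2; luminescent read-out.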
A549 viability: A549 cytotoxicity, counter-screen for Nrf2 inhibitors; A549 ARE-Fluc cells, CellTiter-Fluor viability, 18-24 h; Potency, µM (titrated, usually from 46 µM), for the others: top-dose activity change, negative = cytotoxicity, actives largely listed as inhibitors; actives 0.16% (n = 390,000); AID 504648; further: potency means the concentration at half of the fitted maximal effect; on the % scale 0 is the no-effect control and ±100 the full control effect
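A549 ARE-Fluc cells in 5% FBS OPTI-MEM, 5000 cells/well, rested 2 h then exposed to compounds in concentration-response for 18-24 h at 37 °C. Viability by CellTiter-Fluor fluorescence (Ex 405/Em 525) after 30 min; luciferase luminescence (BugLite, 15 min, RT) read afterwards.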
Akt phos inh: Akt phosphorylation inhibition; actives 0.32% (n = 360,000); Neuro2A IGF-stimulated pAkt S473 HTRF, 20 min; active compounds read low; activity change, % for hits at 50 µM; AID 651550; in the data active means activity change below about -80%; inconclusive means mostly about -51% to -80%; further: on the % scale 0 is the no-effect control and ±100 the full control effect
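Neuro2A cells in DMEM with 0.5% FBS, overnight at 37 deg C, given compound at single 50 µM final, then IGF (6 nM final) for 20 min at 37 deg C. Lysed; phospho-Akt Ser473 by HTRF after 24 h, 665/615 ratio.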
EPAC2 ag: EPAC2 (human) agonism; Q8WZA2; EPAC2 activation, biochemical qHTS; response scale: 100% = 6.5 mM cAMP response; Potency, µM (titrated, usually from 154 µM), without a hit: at the highest dose activation, usual class: activators; actives 0.079% (n = 360,000); AID 720711; further: potency means the concentration at half of the fitted maximal effect; nearly all actives have a fitted effect of over 50% in size
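EPAC2 (100 nM) mixed with Rap1B loaded with BODIPY-GDP (250 nM) plus 50 uM unlabeled GDP; compounds pinned in, 5 min RT, then read every 5 min for 30 min (ex 480, em 540 nm). Normalized to cAMP control.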
Numbers without * were called inactive; i = inactive; ? = inconclusive; · = not tested or not shown; & = joins results of further samples; [ ] = remark or other dose. Unless noted, the call rests on the fitted dose curve; in most records, active means well fitted curve in the direction sought with a large enough effect; inconclusive means small, poorly fitted or top-dose-only effect, or another doubt; inactive means no such curve, though single readings can be large; an effect the other way counts as inactive or inconclusive. Not all compounds are listed. The share of hits here may be higher or lower than overall.

SMILES	CCT modulator	EPAC2 antagonist	TGFb SMAD3 inh	Nrf2 block	MmCpn inh	Nrf2 activator	A549 viability	Akt phos inh	EPAC2 ag
COc1ccc(/C=C/C(=O)NC(=S)NNC(=O)c2ccco2)cc1	0.1	-0.3%[57.1 µM]	-19.0%	?	0.0%	2.0%	?	i	20.4%
CCOC(=O)CCn1cc(F)c(=O)n(Cc2ccccc2)c1=O	-2.0	-5.2%	-1.5%	-5.6%	-1.6%	-0.6%	3.6%	i	7.7%
O=C(CNS(=O)(=O)/C=C/c1ccccc1)OCC(=O)N1CCC(Cc2ccccc2)CC1	-2.3	-15.2%	-0.3%	-16.5%	0.9%	2.2%	-15.2%	i	12.2%
COCCN(C(=O)c1ccc(OC2CCN(S(=O)(=O)N(C)C)CC2)cc1)C(C)C	2.9	-10.8%	-20.6%	3.0%	-1.9%	-0.7%	-0.2%	i	-1.4%
O=C(Cc1ccc(F)cc1)N[C@@H]1c2ccccc2CC[C@H]1OCc1ccccc1	0.5	6.4%	0.0%	10.8%	1.1%	-0.7%	9.0%	i	7.0%
COc1ccc(Cn2nnnc2C(C(C)C)N(Cc2ccco2)Cc2cccs2)cc1 (configuration not stated)	-3.1	-6.5%	-22.6%	?	-0.7%	5.5%	2.7%	·	?
COCC(=O)Nc1ccc2c(c1)OCO2	-4.8	-4.3%	3.6%	-3.5%	-2.2%	0.0%	-8.3%	i	7.5%
CCOC(=O)c1sc(NC(=S)NC(=O)CC(C)C)cc1C	-1.1	-12.7%	-8.9%	-27.3%	-6.9%	0.9%	-10.0%	i	-8.1%
OC(CN1CCCCC1)c1ccc2c3c(cccc13)CC2 (configuration not stated)	-1.0	1.0%	1.6%	-7.5%	·	5.5%	-6.1%	i	9.0%
NC(c1ccccc1)c1ccncc1 (configuration not stated)	-42.6*	5.6%	5.9%	5.3%	1.6%	-0.7%	-2.4%	i	2.4%
O=C(CC(SCCO)c1ccc([N+](=O)[O-])cc1)c1ccco1 (configuration not stated)	0.7	-0.5%	?	?	1.1%	6.1%	-4.7%	·	9.5%
CCOc1ccccc1CNC(=O)Cn1c(=O)c2cccn2c2ccc(F)cc21	·	·	0.1%	27.0%	·	-1.1%	10.8%	·	·
CC(=O)C1=C(C)N(CC2CC2)C(=O)N[C@H]1c1cccs1	-0.1	0.6%	-32.0%	-8.6%	2.9%	-0.5%	-1.2%	i	9.0%
CCOc1ccc(N(C)S(=O)(=O)c2ccc(C)c(C(=O)NCc3cccs3)c2)cc1	0.6	-15.0%	-22.1%	16.4µM*	-0.4%	0.2%	-4.5%	i	4.0%
CCC(C)NC(=O)c1cccc(OCc2c(C)noc2C)c1 (configuration not stated)	-3.8	-9.5%	2.2%	-8.1%	-1.6%	1.5%	8.8%	i	3.7%
Cc1ccc(N2C(=O)N(CC(=O)Nc3ccc(C)cc3C)C(=O)C2C)cc1 (configuration not stated)	1.3	-1.1%	-10.4%	7.0%	4.1%	0.1%	-5.5%	i	-8.8%
CCN(c1cccc2ccccc12)S(=O)(=O)c1ccc(Cl)nc1	0.1	-5.1%	-17.4%	1.8%	2.8%	6.8%	-0.4%	i	6.1%
CCCCCCOc1ccc(C(CC(=O)NC)C(=O)O)cc1 (configuration not stated)	0.6	7.9%	3.6%	-27.1%	1.9%	0.0%	-3.4%	i	-3.2%
CN(C(=O)C1CCCCC1)C1CCS(=O)(=O)C1 (configuration not stated)	0.0	1.9%	-9.0%	10.3%	-4.9%	-0.4%	4.5%	i	22.0%
Cc1nn(C)c(Nc2ccc(Br)cc2)c1Br	3.3	?	-0.9%	?	-0.7%	3.6%	4.2%	i	-6.6%
CC1CCc2c(sc(NC(=O)c3ccccc3)c2C(=O)Nc2ccccc2)C1 (configuration not stated)	·	·	1.0%	5.4%	·	7.2%	-1.7%	·	·
CCOC(=O)c1ccc(OCCOc2ccccc2C)cc1	1.1	3.7%	6.7%	7.8%	-1.1%	-0.2%	6.2%	i	3.2%
CCCN1CCc2[nH]c(=S)[nH]c(=O)c2C1	0.9	11.8%	15.5%	11.6%	-3.0%	-0.7%	-0.7%	i	8.8%
C=CCN1C(=O)C(CC(=O)O)S/C1=N/N=C/c1ccc(N(CC)CC)cc1 (configuration not stated)	2.6	37.4%[activator]	-11.5%	-0.8%	-11.6%	0.3%	-5.7%	i	12.4%

A second format for part of the listing above:
CCCN1CCc2[nH]c(=S)[nH]c(=O)c2C1
- CCT modulator: 0.9
- EPAC2 antagonist: 11.8%
- TGFb SMAD3 inh: 15.5%
- Nrf2 block: 11.6%
- MmCpn inh: -3.0%
- Nrf2 activator: -0.7%
- A549 viability: -0.7%
- Akt phos inh: i
- EPAC2 ag: 8.8%

C=CCN1C(=O)C(CC(=O)O)S/C1=N/N=C/c1ccc(N(CC)CC)cc1 (configuration not stated)
- CCT modulator: 2.6
- EPAC2 antagonist: 37.4%[activator]
- TGFb SMAD3 inh: -11.5%
- Nrf2 block: -0.8%
- MmCpn inh: -11.6%
- Nrf2 activator: 0.3%
- A549 viability: -5.7%
- Akt phos inh: i
- EPAC2 ag: 12.4%

(more compounds)
SMILES	CCT modulator	EPAC2 antagonist	TGFb SMAD3 inh	Nrf2 block	MmCpn inh	Nrf2 activator	A549 viability	Akt phos inh	EPAC2 ag
CCCN(C(=O)CSCC(=O)Nc1ccc(OC)cc1)c1c(N)n(Cc2ccccc2)c(=O)[nH]c1=O	0.6	-18.3%	-1.5%	-4.5%	-2.9%	-0.3%	4.4%	i	-3.5%
CCC1=Nc2ccc(Br)cc2C(c2ccccc2)N1CC(=O)OC (configuration not stated)	-19.0	-4.6%	1.8%	1.1%	-12.8%	0.8%	-6.7%	i	10.1%
CCOc1cccc(/C=C/c2ccc3cccc(O)c3n2)c1O	0.8	-6.9%	?	17.3%	-4.6%	?	3.2%	i	15.3%
CC(=O)c1cccc(NC(=O)c2c(N3CCCC3=O)c3cc(F)ccc3n2C)c1	·	·	-10.5%	?	·	1.1%	12.6%	·	·
CC1(C)Cc2cccc(Oc3ccc(S(=O)(=O)N4CCCCC4)cn3)c2O1	-6.5	-6.9%	-5.5%	-5.9%	1.7%	-0.2%	7.1%	i	12.7%
CSc1ccccc1C(=O)N1CCN(c2ccc(F)cc2)CC1	-2.2	0.4%	-0.4%	-17.8%	2.1%	-0.4%	·	i	9.6%
Cc1cccc(-n2c(CNC(=O)c3ccc(S(=O)(=O)N(C)C)cc3)nnc2SCC(=O)Nc2ccc(F)cc2)c1	-0.9	-1.8%	-18.7%	-7.0%	2.6%	0.0%	-1.2%	i	-8.9%
Cc1nc([N+](=O)[O-])cn1CC(O)c1ccc(Cl)cc1 (configuration not stated)	-1.3	1.9%	-3.4%	19.3%	-1.5%	-0.1%	13.0%	i	5.4%
CCCCN1C(=O)C2Cc3c([nH]c4ccccc34)CN2C1=S (configuration not stated)	0.4	-4.2%	103.4%[activator]	?	-15.4%	9.1%	-5.2%	i	-12.0%
COc1cccc(/C=N/n2c(-c3cc(C)[nH]n3)n[nH]c2=S)c1	-1.5	4.2%	?	-4.5%	0.1%	4.2%	3.2%	i	12.6%
CC[C@H](C)C(=O)O[C@H]1CCC=C2C=C[C@H](C)[C@H](CC[C@@H]3C[C@@H](O)CC(=O)O3)[C@H]21	-2.9	-13.5%	108.1%[activator]	?	0.6%&-2.0%	4.8%	-8.6%	i	12.3%
Clc1ccc2nc(N3CCNCC3)nc(-c3ccccc3)c2c1	-1.3	4.0%	?	0.4%	-0.9%	-2.7%	?	i	-3.8%
CCOc1ccc(NS(=O)(=O)c2ccc3[nH]cc(C(=O)N4CCCC4)c(=O)c3c2)cc1	·	·	-1.4%	18.7%	·	0.1%	?	·	·
CCCCc1nnc(NC(=O)C23CC4CC(CC(NC(C)=O)(C4)C2)C3)s1	-3.0	6.2%	0.0%	15.9%	0.8%	-0.6%	1.2%	i	8.9%
Cc1c(-c2ccc(Br)cc2)nc2ccccn12	-3.1	4.3%	-1.1%	?	2.2%	3.98µM*	5.8%	i	13.0%
Cc1cc(/C=C(\C#N)C(=O)NCc2ccco2)c(C)[nH]1	1.2	14.9%[57.1 µM]	9.7%	?	2.5%	6.4%	-1.7%	i	-7.6%
O=C(NNC(=O)c1cc([N+](=O)[O-])ccc1Cl)c1cccs1	0.0	6.0%	-17.5%	?	-0.1%	?	3.7%	i	3.8%
CC(=O)c1sc(NC(=O)C2CC(=O)N(Cc3ccco3)C2)nc1-c1ccccc1 (configuration not stated)	-3.3	-14.6%	-10.6%	-29.9%	-5.0%	3.7%	-2.7%	i	7.3%
O=C(NCCc1ccccc1)c1n[nH]c(=O)c2ccccc12	-3.6	5.2%	22.3%	0.1%	-1.3%	2.9%	-8.0%	i	18.6%
Brc1ccc(-c2nc(-c3ccccc3)no2)o1	-0.8	-4.4%	-12.8%	10.6%	-4.4%	20.4%	-4.3%	i	10.5%
CCCCCOc1ccc(Cl)cc1CN1CCOCC1	-2.1	-5.5%	-10.7%	11.7%	1.4%	5.5%	-1.8%	i	3.7%
CCN(CC)S(=O)(=O)c1ccc(N2CC(C(=O)NCc3ccco3)CC2=O)cc1 (configuration not stated)	-4.0	16.5%	7.4%	·	·	0.3%	·	i	-3.0%
C=CCOc1ccccc1CN1CCCCCC1	2.8	3.4%	-5.0%	1.8%	2.3%	0.3%	-11.5%	i	-4.8%
OCC[C@@H]1C[C@H](O)[C@@H](O)[C@]2(CCCc3ccccc3O2)O1	-9.2	2.0%	?	-11.4%	-1.3%	0.1%	-0.1%	i	7.6%
O=C(CSc1nnnn1-c1cccc(F)c1)NC1CCCCC1	-1.3	5.1%	-4.9%	-10.1%	2.7%	3.1%	-0.7%	i	0.7%

Shown as a hit in CCT modulator, among the entries above:
molecule	CCT modulator	EPAC2 antagonist	MmCpn inh	Akt phos inh
NC(c1ccccc1)c1ccncc1 (configuration not stated)	-42.6*	5.6%	1.6%	i
